From PubChem
HT1080 IDH1KD tx – HT-1080 IDH1 knockdown cell toxicity (counter line); HT-1080 IDH1 knockdown viability, ATP luminescence, 48 h; Potency, µM (doses to about 46.1 µM), for inactives: at the top dose activity, negative = toxicity, usual class: cytotoxic; actives 2% (n = 360,000);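 note: potency is the fitted concentration of half-maximal effect; 0% = DMSO wells and -100% = cell-free medium wells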
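% activity derives from luminescence (CellTiter-Glo), normalised to DMSO and no-cell wells. HT-1080-IDH1KD cells, 750/well, had 48 h compound exposure at 37 °C.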
S2 tox – reduces viability in counter-screen for ATXN expression inhibitors; S2 cells (HEK-293 line with an ATXN2-luciferase reporter) viability, CellTiter-Fluor protease fluorescence, 24 h; Potency, µM (top dose mostly 56.7 µM), usual class: cytotoxic; actives 0.49% (n = 400,000); note: potency is the fitted concentration of half-maximal effect; nearly all actives have a fitted effect of over 40% in size
MCF10A rerep – inducers of DNA re-replication in MCF 10A breast cells. actives 2.9% (n = 350,000). Potency, µM (top dose mostly 46.1 µM), for inactives: at the top dose activity, positive = re-replication, usual class: activators. MCF 10A DNA re-replication, Hoechst nuclear intensity, 48 h; note: potency is the fitted concentration of half-maximal effect; % of control where 0% means no effect; nearly all actives have a fitted effect of over 50% in size
IL-1B inflam inh – inflammasome signaling inhibition, IL-1 beta readout; AID 743279; THP-1 LPS/ATP IL-1B secretion, AlphaLISA, 16 h; hits give low values; actives 4.7% (n = 360,000); activity change, % at 57.5 µM; in the data active = activity change below about -50%; inconclusive = mostly about -30% to -49%; note: % is set by controls: 0 for no effect and ±100 for the full control effect
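Secreted IL-1B measured by AlphaLISA bead assay after 16 h compound exposure of THP-1 cells; compounds (final up to 57.5 uM) added 1 h before LPS (250 ng/mL) and ATP (1.25 mM) stimulation; lower signal means less secretion.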
HT1080-NT tox – kills 2HG-producing HT-1080-NT fibrosarcoma cells | Potency, µM (doses to about 46.1 µM), for inactives: at the highest dose activity, negative = less viability, usual class: cytotoxic | HT-1080-NT fibrosarcoma viability, CellTiter-Glo ATP luminescence, 48 h | actives 1.6% (n = 360,000) | AID 686970;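 note: NT is the 2HG producing partner of a matched IDH1 knockdown line; potency is the fitted concentration of half-maximal effect; 0% = DMSO-treated cells and -100% = media-only wells without cells; nearly all actives have a fitted effect of over 55% in size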
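750 cells/well, RPMI + 5% FBS; 2 h settle, compound pin-transfer, 48 h at 37 degrees C. CellTiter-Glo 10 min RT, luminescence. Normalized to DMSO and media-only wells.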
HepG2 tox – counter-screen for TGF-b inhibitors: cytotoxicity in HepG2 cells; HepG2 CAGA-GFP viability, ATP luminescence, 18 h; Potency, µM (highest dose often 46.1 µM), inactives show top-dose activity change, negative = cytotoxicity, actives largely listed as cytotoxic; actives 0.76% (n = 410,000); AID 588856; note: potency is the fitted concentration of half-maximal effect; some results filed as inactive show a strong effect at the top dose
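CellTiter-Glo luminescence gave cytotoxicity after 18 hours at 37 degrees C. The cells were HepG2 CAGA-GFP in 1% FBS DMEM, stimulated with 500 pg/mL TGF-beta after compound addition. %Activity was normalised to no-cell wells (complete cell-killing) and DMSO (no toxicity), and curves were fitted and classified.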
KB-3-1 cytotox – KB-3-1 parental cell cytotoxicity; KB-3-1 viability, CellTiter-Glo ATP luminescence, 72 h; Potency, µM (highest dose often 46.1 µM), for inactives: at the highest dose activity change, negative = cytotoxic, most hits filed as cytotoxic; actives 1.4% (n = 400,000); note: potency is the fitted concentration of half-maximal effect; % is set by controls: 0 for no effect and ±100 for the full control effect; nearly all actives have a fitted effect of over 60% in size
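KB-3-1 parental drug-naive adenocarcinoma cells in DMEM/10% FBS, incubated 72 h at 37 C with pin-transferred compounds across a concentration series. Viability by CellTiter-Glo luminescence; concentration-response curves fitted after normalization.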
ATXN2 expr inh – inhibitors of ATXN2 expression | Potency, µM (highest dose often 57 µM), inactives show at the highest dose activity change, negative = inhibition, actives largely listed as inhibitors | actives 0.72% (n = 360,000) | HEK-293 ATXN2-luciferase reporter, luminescence, 24 h; note: potency is the fitted concentration of half-maximal effect; % is set by controls: 0 for no effect and ±100 for the full control effect; nearly all actives have a fitted effect of over 55% in size
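ATXN2-luciferase reporter cells (luciferase flanked by upstream and downstream ATXN2 gene portions) were treated 24 h at 37 °C with compounds at up to 57 uM. SteadyGlo luminescence gave expression; GF-AFC fluorescence gave viability.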
SW480 rerep – DNA re-replication induction in SW480 cells; actives 1.8% (n = 340,000); Potency, µM (series often up to 46.1 µM), without a hit: at the top dose re-replication activation, hits mostly activators; AID 624297; SW480 DNA re-replication, Hoechst DNA content imaging, 48 h; note: potency is the fitted concentration of half-maximal effect; % of control where 0% means no effect; nearly all actives have a fitted effect of over 55% in size
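SW480 cells exposed to compounds for 48 hr at 37 C, 5% CO2, then Hoechst-stained 40 min. Nuclear DNA content imaged by fluorescence scanning (405 nm excitation, 500-530 nm emission); re-replication scored as increased high-intensity nuclei.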
Starred values were filed as active, the others as inactive; i = inactive; ? = inconclusive; · = not tested or not shown; & = joins results of further samples; [ ] = dose if it differs, or a comment. Unless noted, calls come from the whole dose curve; as a rule, active = well fitted curve in the direction sought with a large enough effect; inconclusive = small, poorly fitted or top-dose-only effect, or another doubt; inactive = no such curve, though single readings can be large; an effect the other way counts as inactive or inconclusive.

SMILES	HT1080 IDH1KD tx	S2 tox	MCF10A rerep	IL-1B inflam inh	HT1080-NT tox	HepG2 tox	KB-3-1 cytotox	ATXN2 expr inh	SW480 rerep
Cc1cccc(Oc2nc3ccccn3c(=O)c2/C=C(\C#N)C(=O)NC2CCS(=O)(=O)C2)c1C (configuration not stated)	-17%	i	?	-99*	-10%	-12%	-4%	9%	?
c1ccc(-c2csc(Cc3nnc4n3CCCCC4)n2)cc1	13%	i	-2%	8	3%	0%	0%	13%	-7%
Cc1cc(C(=O)Nc2nnc(-c3ccccc3)s2)no1	9%	i	-1%	7	12%	2%	14%	2%	-6%
O=C(CS(=O)CC(=O)Nc1ccc(Cl)cc1)NCC1OCCc2ccccc21 (configuration not stated)	0%	i	5%	15	-1%	-4%	5%	-20%	-3%
COc1ccc(/C=N/n2cncn2)cc1Cn1nc(C)c([N+](=O)[O-])c1C	-19%	i	-8%	34	-22%	5%	-10%	-4%	-1%[9.22 µM]
Cc1c(Cc2ccccc2)c(=O)n2c([nH]c3ccccc32)c1C#N	?	i	14%	15	21µM*	-39%	?	?	-16%
CCN(Cc1ccccc1)S(=O)(=O)c1cc(C(=O)NCCCN(C)C)ccc1OC	10%	i	0%	18	13%	1%	-1%	-1%	1%
COc1ccc(C(=O)Nc2ccc(C(F)(F)F)n(C)c2=O)cc1	5%	i	-1%	-8	14%	6%	0%	·	-81%[inhibitor]
O=C(N/N=C1\C2CN3CCN(C2)CC1(c1ccccc1)C3)c1ccc(F)cc1	6%	i	8%	31	19%	16%	18%	?	?
CCCOc1ccc(NC(=O)CC2C(=O)OCC3CCCCN32)cc1 (configuration not stated)	12%	i	-6%	-11	8%[9.24 µM]	-3%	7%	5%	-8%
CN(Cc1cnccn1)C(=O)CC1C(=O)NCCN1Cc1c(F)cccc1Cl (configuration not stated)	5%	i	1%	14	4%	0%	18%	11%	-7%
COc1ccc2[nH]c3c(c2c1)CCN1C(=O)C(CC(=O)NC(C)(C)C)C[C@H](C(=O)N2CCOCC2)[C@@]31CCC1CCCC1 (some centres not stated)	3%	i	-3%	10	2%	-13%	9%	5%	?
COc1ccc(OCC(=O)Nc2ccc(N3CCCCC3)cc2)cc1	-3%	i	5%	6	0%	-6%	4%	-5%	-4%
O=C(C(=Cc1ccccc1)c1ccccc1)c1ccccc1	-14%	i	·	?	-16%	-20%	-12%	-9%	·
Cc1ccccc1Cn1nnc(-c2ccc3c(c2)OCO3)n1	0%	i	0%	-13	-4%	5%	0%	37%	-3%[9.22 µM]
Cc1ccc(-c2oc3ccccc3c(=O)c2O)cc1	-26%	?	26µM*	77	?	-22%	21µM*	?	8%
O=C(COc1ccc(Cl)cc1Cl)NNC(=S)NC(=O)c1ccco1	?	i	13%	·	-4%	16%	-7%	-29%	-16%
O=C(c1ccc(S(=O)(=O)N2CCCCC2)cc1)N1CCN(Cc2ccc3c(c2)OCO3)CC1	-1%	?	12%	?	-1%	10%	?	-15%	-6%
CCc1cc(=O)oc2cc(C)cc(OCC(=O)NC3CC3)c12	1%	i	?	9	-7%	-18%	1%	·	0%
O=C(CCN1C(=O)c2ccccc2C1=O)NCc1ccccc1	0%	i	-6%	-8	13%	-4%	2%	·	?
CCc1ccccc1NC(=O)C1CCN(c2nn3c(=O)cc(C)nc3s2)CC1	·	i	·	·	·	-14%	-1%	-10%	·
CCOc1ccc(NC(=O)Nc2ccc3c(c2)nc(C)n3C)cc1	5%	i	2%	-28	15%	-1%	-4%	9%	13%
CCOc1ccc(C(C)(C)C)cc1S(=O)(=O)N1CC(C)OC(C)C1 (configuration not stated)	-14%	i	20%	-5	-1%	5%	0%	-8%	19%
COc1ccc(NC(=O)C(CCSC)NC(N)=O)cc1Cl (configuration not stated)	-1%	i	0%	-8	5%	-16%	15%	-20%	-8%
O=C(CSc1nnnn1-c1ccc2c(c1)CCC2)NCc1cccs1	2%[9.24 µM]	i	2%	?	?	-26%	-1%	23%	-3%
NC(=O)CSc1ccc(F)cc1	13%	i	1%	3	5%	18%	6%	5%	0%
CC(C)Oc1ccc(C(=O)Nc2ccc(S(=O)(=O)N3CCN(C)CC3)cc2)cc1	-13%	i	?	27	-7%	-21%	-16%	-10%	?
COc1ccc(CC(=O)Nc2nnc3n2CCS3)cc1	·	i	·	·	·	-13%	15%	8%	·
CC(=O)NCCOc1ccc2oc3ccccc3c2c1	1%	i	1%	-10	-1%	8%	0%	44%[activator]	1%
Cc1cc(Cl)ccc1OCC(O)CNCCc1ccc(S(N)(=O)=O)cc1 (configuration not stated)	-12%	i	?	-5	-11%	-26%	-15%	·	?
Cc1oc2ncnc(N3CCCCC3)c2c1C(=O)NCC1CCN(Cc2ccc(F)cc2)CC1	·	i	·	·	·	-22%	1%	-15%	·
Cc1ccccc1C(=O)c1cn[nH]c1-c1ccccc1O	9%	i	-2%	3	3%	7%	4%	1%	-10%
COc1ccc(C(=O)N2CCN(C)C(C)C2)cc1OC1CCN(C(C)=O)CC1 (configuration not stated)	3%	?	2%	5	6%	-11%	·	1%	-3%
COc1cccc(-n2c(SCC(=O)N3CCCCC3)nc3c([nH]c4ccccc43)c2=O)c1	-2%	i	6%	14	6%	2%&-8%	4%&2%	1%&2%	-21%
c1ccc(CN2c3ccccc3-c3nc4ccccc4n3C2c2ccccn2)cc1 (configuration not stated)	6%	·	1%	42	6%	-2%	-4%	·	-21%
CCCN(CC(=O)Nc1ccccc1C)C(=O)c1ccc(N2CCCC2)c([N+](=O)[O-])c1	2%	?	-1%	-15	5%	2%	13%	10%	0%
COc1cccc(-c2nc(CS(=O)(=O)CC(=O)N3CCOCC3)c(C)o2)c1	-5%	i	3%	-16	-1%	0%	0%	-5%	-24%
CCNC(=O)N1CCOCC1	2%	i	29%	-7	5%	0%	3%	-13%	-16%
COc1cc(SC)ccc1C(=O)N1CCN(S(=O)(=O)/C=C/c2ccccc2)CC1	-13%	i	12%	0	-2%	-9%	-12%	-3%	-6%
Cc1cc(C)cc(NC(=O)C(Cc2ccccc2)NS(=O)(=O)c2ccc3c(c2)c(=O)n(C)c(=O)n3C)c1 (configuration not stated)	·	i	·	·	·	-23%	-19%	?	·
O=C(Nc1ccc(Cl)cc1)Nc1ccccc1CC[N+](=O)[O-]	-9%	i	29%	-15	-13%	4%	-2%	-3%[11.3 µM]	-1%
O=C(Nc1ccc(-c2nc3ccccc3o2)cc1)c1ccc(N2CCOCC2)c([N+](=O)[O-])c1	2%	i	15%	-16	-23%	-36%	-7%	-9%	?
Cc1ccc(C)c(NS(=O)(=O)c2ccc3oc(=O)ccc3c2)c1	-1%	i	-1%	-11	-15%	6%	4%	·	-21%
CCCCc1c(C)nc2c(-c3ccc(Cl)cc3)c(C)[nH]n2c1=O	·	?	·	·	·	-31%	?	?	·
Clc1ccc(N=c2ssnc2Cl)cc1	-18%	?	?	-85*	-13%	-36%	21µM*	-30%	?
O=C(/C=C/Nc1ccc(Br)cc1F)c1ccco1	?	i	-9%[9.22 µM]	-9	-21%	0%	-23%	?	15%
Cc1nc(CSc2ccccc2)cc(=O)[nH]1	0%	i	-8%	59	-1%	-4%	12%	5%	-6%
Cc1cc(C)c(/C=N/NC(=O)c2nnn(-c3nonc3N)c2CN2CCC(C)CC2)c(C)c1	?	?	?	-14	?	-127%	?	-23%	?
Cc1oc(-c2cccc(Cl)c2)nc1CN1CCC(C(=O)NC(C)c2ccccc2)CC1 (configuration not stated)	·	i	·	·	·	-22%	5%	0%	·
Cc1cc2nc(C3CCN(Cc4nnnn4Cc4cccs4)CC3)[nH]c2cc1C	1.3µM*	i	19%	-14	?	-15%	?	0%	?
CCS(=O)(=O)n1nc(-c2ccco2)nc1NCc1ccc(C(C)C)cc1	·	i	·	·	·	-6%	-5%	4%	·
C=CC[C@@H](CC(=O)NCCO)C(=O)N[C@@H](COC(=O)[C@@H](CC=C)CC(=O)OC(C)(C)C)Cc1ccccc1	1%	i	1%	-6	12%	-26%	22%	-6%	-13%
COC(=O)Nc1ccc(S(=O)(=O)Nc2cc(OC)nc(OC)n2)cc1	14%	i	?	i	2%	12%	-10%	5%	-20%
Cc1cc(C)cc(-n2ncc3c2CCCC3NC(=O)CCN2Cc3ccccc3C2=O)c1 (configuration not stated)	0%	i	0%	i	-1%	-23%	1%	3%	1%
Cn1c(=O)c2nc(NCc3ccccc3)sc2n(C)c1=O	3%	i	-4%	19	3%	11%	-6%	9%	-8%
CC1CC(C)CN(C(=O)c2ccncc2)C1 (configuration not stated)	6%	i	-1%	20	17%	4%	-3%	-9%	-5%
Cc1ccc(C(=O)Sc2cccccc2=O)cc1	1.6µM*	·	2.1µM*	-97*	?	1.4µM*	?	?	?
O=C(CCl)N1N=C(c2ccco2)CC1c1ccco1 (configuration not stated)	?	i	?	-99*	26µM*	-85%	?	-15%	21µM*
Cc1nc2ccccc2nc1N1CCOCC1	0%	i	-1%	18	0%	13%	7%	6%	-3%

No new results follow: an excerpt of the list.
SMILES	HT1080 IDH1KD tx	S2 tox	MCF10A rerep	IL-1B inflam inh	HT1080-NT tox	HepG2 tox	KB-3-1 cytotox	ATXN2 expr inh	SW480 rerep
O=C(CCl)N1N=C(c2ccco2)CC1c1ccco1 (configuration not stated)	?	i	?	-99*	26µM*	-85%	?	-15%	21µM*
Cc1nc2ccccc2nc1N1CCOCC1	0%	i	-1%	18	0%	13%	7%	6%	-3%

Compounds were not picked by outcome. Share with any hit: about 8.9%.
